GLP1R cytotox = cytotoxicity in counter-screen for GLP-1R inverse agonists; HEK293 cAMP-luciferase reporter cells, luminescence, 24 h; Potency, µM (titrated, usually from 38.3 µM), for inactives: at the top dose activity change, negative = inhibition, most hits filed as inhibitors; hit rate 0.13% among 410,000;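 note: loss of luciferase light is scored as toxicity; potency is the fitted concentration of half-maximal effect; % is set by controls: 0 for no effect and ±100 for the full control effect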
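Compound-treated cells are incubated 24 hr at 37 deg C under 5% CO2 after a 12 hour attachment period, then luciferase detection reagent is added and luminescence is measured following 12 min at room temperature; lowered signal indicates toxicity.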
D3 ag = activates the human D3 dopamine receptor; max activation, %; AID 652048; hit rate 0.58% among 410,000; D3R DiscoveRx beta-arrestin cells, luminescence, 90 min; in the data active = max activation above about 30%; note: 0% is about no effect; mostly tested at two doses, the higher about 12 µM
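Agonist mode: compounds and dopamine controls were applied to plated cells for 90 min at 37 degrees C after an overnight attachment at 1500 cells/well. Luminescent read-out followed 30 - 60 minutes at room temperature with DiscoveRx detection reagent.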
IL2 activator = activates IL-2 in a cell-based reporter assay; IL-2 activation reporter assay, cell-based qHTS; stimulated with anti-CD3/CD4/CD28 beads; in transgenic mouse T cells; activation, % (series mostly up to about 46 µM); hit rate 0.065% among 360,000; in the data active = activation above about 50%; inconclusive = mostly about 30% to 49%; note: 0% is about no effect
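Unstimulated transgenic mouse T cells; 60-min compound exposure; bead-based TCR/CD4/CD28 stimulation; 18 h culture, 37 degrees C; dual fluorescence (EGFP, DsRed) plate cytometry.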
PLK1 PBD inh = inhibitors of human PLK1 polo-box domain binding; Plk1 PBD binding of FITC phosphopeptide, fluorescence polarization; hit rate 2.8% among 360,000; Potency, µM, for inactives: max response, negative = inhibition, hits mostly inhibitors; AID 720504; P53350; note: potency is the fitted concentration of half-maximal effect; series mostly up to about 57 µM; % is set by controls: 0 for no effect and ±100 for the full control effect; nearly all actives have a fitted effect of over 65% in size
PI5P4Ka inh = inhibitors of human PI5P4K alpha; P48426; PI5P4Kalpha enzyme, ADP-Glo luminescence, 60 min; hits give low values; max response, %; hit rate 1.2% among 330,000; active = max response of -50% or lower; inconclusive = between -30% and -50%; inactive = -30% or higher; note: value at the top dose of about 77 µM; % is set by controls: 0 for no effect and ±100 for the full control effect
Target sequence (P48426 whole entry, looked up): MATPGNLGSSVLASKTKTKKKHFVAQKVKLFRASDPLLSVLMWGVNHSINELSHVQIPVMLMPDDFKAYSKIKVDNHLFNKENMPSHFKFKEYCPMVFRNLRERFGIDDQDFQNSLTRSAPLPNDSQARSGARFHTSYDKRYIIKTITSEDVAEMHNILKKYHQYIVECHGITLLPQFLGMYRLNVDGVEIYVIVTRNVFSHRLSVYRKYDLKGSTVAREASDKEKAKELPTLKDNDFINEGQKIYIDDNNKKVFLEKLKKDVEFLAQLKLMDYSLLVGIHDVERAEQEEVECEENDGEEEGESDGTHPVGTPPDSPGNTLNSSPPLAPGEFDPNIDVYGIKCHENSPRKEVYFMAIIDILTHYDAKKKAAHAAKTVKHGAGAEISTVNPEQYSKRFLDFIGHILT
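Controls without substrate or without enzyme flank wells where PI5P4Kalpha converts substrate using 5 microM ATP (final). Incubation lasts 60 minutes at room temperature; ADP formed is read by ADP-Glo luminescence.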
GLP1R inv ag = acts as inverse agonist at human GLP-1 receptor. P43220. HEK293 GLP-1R CRE-luciferase, luminescence, 24 h; GLP-1R form is constitutively active. Potency, µM (doses to about 38.3 µM), for the others: at the top dose activity change, negative = inhibition, most hits filed as inhibitors. hit rate 1.6% among 410,000; note: potency is the fitted concentration of half-maximal effect; % is set by controls: 0 for no effect and ±100 for the full control effect; nearly all actives have a fitted effect of over 55% in size
Target sequence (P43220 whole entry, looked up): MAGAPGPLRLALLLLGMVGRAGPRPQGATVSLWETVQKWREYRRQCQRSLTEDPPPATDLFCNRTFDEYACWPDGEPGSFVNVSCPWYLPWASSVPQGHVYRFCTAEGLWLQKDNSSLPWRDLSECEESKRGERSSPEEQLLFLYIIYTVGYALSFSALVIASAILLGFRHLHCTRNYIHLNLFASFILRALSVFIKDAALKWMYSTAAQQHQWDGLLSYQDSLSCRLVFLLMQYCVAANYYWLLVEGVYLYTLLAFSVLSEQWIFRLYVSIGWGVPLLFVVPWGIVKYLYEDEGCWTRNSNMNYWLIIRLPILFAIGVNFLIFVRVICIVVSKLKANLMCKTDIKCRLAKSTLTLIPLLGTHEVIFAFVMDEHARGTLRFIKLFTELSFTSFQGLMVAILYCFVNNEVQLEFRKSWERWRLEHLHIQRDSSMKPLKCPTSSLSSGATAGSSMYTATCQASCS
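Assay principle: reduced luminescence from a cAMP-responsive reporter in HEK293 cells co-expressing a constitutively active GLP-1R. Conditions: 24 hr compound incubation, 37 deg C, 5% CO2.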
WRN helicase inh = WRN helicase (human) inhibition | Potency, µM (doses to about 114 µM), inactives show top-dose activity change, negative = inhibition, usual class: inhibitors | hit rate 0.46% among 360,000 | WRN helicase unwinding, fluorescent forked duplex, kinetic | Q14191; note: potency is the fitted concentration of half-maximal effect; % is set by controls: 0 for no effect and ±100 for the full control effect; nearly all actives have a fitted effect of over 55% in size
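WRN at 20 nM final was preincubated with compound for 15 min at room temperature; reaction started with 100 nM forked duplex oligonucleotide carrying fluorophore and quencher plus 2 mM ATP (final). Unwinding followed kinetically by red fluorescence (ex 525/em 598 nm).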
D3 antag = D3 dopamine receptor (human) antagonism. D3R cells, DiscoveRx beta-arrestin luminescence, antagonist mode; hits give low values. P35462. hit rate 2.5% among 360,000. max response, negative = inhibition, %; in the data active = max response below about -50%; inconclusive = no clear call, values can overlap the other calls; note: % is set by controls: 0 for no effect and ±100 for the full control effect; mostly tested at two doses, the higher about 12 µM
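Cells expressing the human receptor were seeded at 1500 cells/well, incubated overnight at 37 degrees C in 5% CO2, then exposed to library compounds with dopamine controls for 90 minutes at 37 degrees C before luminescent detection.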
GLP1R ag = GLP-1 receptor (human) agonism; P43220; HEK293 GLP-1R CRE-luciferase, luminescence, 4-6 h; cells express a hypersensitive GLP-1R form; Potency, µM (top dose mostly 45.6 µM), for the others: at the highest dose activation, most hits filed as activators; hit rate 0.007% among 380,000; AID 624172; note: potency is the fitted concentration of half-maximal effect; % of control where 0% means no effect
An asterisk follows results filed as active; ? = inconclusive; · = not tested or not shown; [ ] = dose if it differs, or a comment. Unless noted, calls come from the whole dose curve; as a rule, active = well fitted curve in the direction sought with a large enough effect; inconclusive = small, poorly fitted or top-dose-only effect, or another doubt; inactive = no such curve, though single readings can be large; an effect the other way counts as inactive or inconclusive.

SMILES	GLP1R cytotox	D3 ag	IL2 activator	PLK1 PBD inh	PI5P4Ka inh	GLP1R inv ag	WRN helicase inh	D3 antag	GLP1R ag
Cc1ccc([C@H]2C[C@@H](O)[C@H](n3cc(C4CC4)nn3)CN2C(=O)c2cccs2)cc1	-17%	-3	1.0	-9%	0	0%	1%	?	-2%
NC(CCc1ccccc1)c1csc(NC(=O)NCC2CCCCC2)n1 (configuration not stated)	-16%	-4	-0.6	-7%	6	?	-6%	0	1%
Nc1c(-c2cccc(Cl)c2)cnn1-c1cccc(C(F)(F)F)c1	-16%	-17	0.3	-2%	·	0%	-5%	17	-3%
COc1cccc(OCC(=O)NNC(=O)c2ccc3ccccc3c2)c1	-2%	3	0.4	3%	-2	-5%	2%	10	-5%
O=C(NCc1ccc(F)cc1)c1ccc2c(=O)n3c(nc2c1)CCCCC3	3%	-12	0.2	-17%	-5	-10%	-6%	-15	9%
c1ccc(-c2nnc(-c3c[nH]c4ccccc34)nc2-c2ccccc2)cc1	-8%	-17	0.1	-2%	1	?	-12%	-17	0%
O=c1cnnc(Nc2cccc(F)c2)[nH]1	-1%	-10	1.8	-17%	-1	1%	4%	-4	-3%
Oc1ccc(/C=N/n2c3ccccc3c3ccccc32)cc1	-21%	-19	0.7	-4%	-3	?	-5%	?	-2%
CCCCCCCCc1nc(=S)[nH][nH]1	-3%	-2	-0.8	?	-28	3%	21%	-67*	-6%
CC(=O)c1cccc(NC(=O)CC(C)n2ccnc2)c1 (configuration not stated)	4%	-23	4.3	-9%	1	18%	10%	0	6%
O=C(NNC(=O)c1cccc(S(=O)(=O)N2CCc3ccccc32)c1)c1ccccc1	-2%	2	-5.1	1%	1	?	-35%	2	2%
Cc1c(/C(O)=C2\C(=O)C(=O)N(CCN(C)C)C2c2ccco2)cnn1-c1ccccc1 (configuration not stated)	-5%	-2	-0.3	-3%	-1	-3%	-1%	4	3%
Cc1ccc(NC(=O)Cn2c(=O)n(-c3ccccc3)c(=O)c3ccc(C(=O)NCc4ccc5c(c4)OCO5)cc32)c(C)c1	1%	-10	·	·	·	12%	·	·	-6%
c1ccc(-c2cc(N3CCOCC3)nc3ccccc23)cc1	-9%	-8	-2.4	0%	·	?	-1%	-3	20%
Cc1cc(/C=C2/SC(=O)NC2=O)c(C)n1-c1ccc(N2CCOCC2)cc1	-6%	-7	-1.9	-19%	2	-11%	-2%	-4	0%
O=C(COC(=O)c1ccc2ccccc2c1O)NCC(F)(F)F	-7%	3	-3.0	27µM*	-2	13%	-11%	3	-5%
COc1cc2[nH]c(O)c(C=O)c2cc1OC	-3%	-10	0.1	-3%	-1	25%	-7%	-11	9%
COc1ccc(N2C(=NC(=O)C3CC3)SC3CS(=O)(=O)CC32)cc1Cl (configuration not stated)	0%	2	-0.3	-6%	4	0%	5%	-24	-3%
CC(=O)Oc1ccc([N+](=O)[O-])cc1N1C(=O)c2ccccc2C1=O	-3%[1.53 µM]	-15	-0.5	?	0	-6%	-32%[57.1 µM]	-26	0%
Cc1cccc(CCNC(=O)CC2C(=O)NCCN2Cc2ccc(F)c(F)c2)n1 (configuration not stated)	2%	2	-1.6	-9%	5	12%	3%	15	13%
Cc1cc(C)n2nc(C(=O)OCC(=O)NNC(=O)c3ccccc3)nc2n1	12%	-3	-0.8	-9%	-4	6%	-3%	0	-4%
O=C(Oc1ccc2ccc(OC(=O)N3CCOCC3)cc2c1)N1CCOCC1	8%	6	0.4	-5%	2	13%	2%	7	0%
CCCCC(=O)NC(c1ccccc1Cl)c1ccc2cccnc2c1O (configuration not stated)	?	7	-4.1	-6%	-5	?	-12%	1	1%
C=CCOn1c(=O)c(-c2ccc(Br)cc2)[n+]([O-])c2ccccc21	3%	0	0.2	-12%	2	14%	4%[57.1 µM]	-2	14%
Cc1ccc(CNC(=O)[C@@H](NC(=O)C2CCN(C(=O)[C@@H]3CCCN3)CC2)C(C)C)cc1	-1%	-2	0.3	1%	2	-15%	4%	?	-4%
O=C(c1ccccc1C(=O)N(c1ccccc1)c1ccccc1)N1CCCCC1	-10%	-1	-0.7	5%	0	-37%	-7%	3	0%
CCC(C)(C)NC(=O)C(c1ccc(C)cc1)N(Cc1ccco1)C(=O)CCC(=O)Nc1nccs1 (configuration not stated)	61%[activator]	8	0.1	-8%	0	16%	-2%	0	-8%
Cc1[nH]c(=O)[nH]c(=O)c1S(=O)(=O)N(C)Cc1ccccc1	-6%	5	0.4	-2%	-10	1%	-4%	32	0%
COc1cc(NC(=O)C2CCCN(S(=O)(=O)c3ccc4c(c3)CCCN4C(C)=O)C2)cc(OC)c1 (configuration not stated)	14%	-3	0.9	-14%	4	-23%	-26%[57.1 µM]	4	3%
COC(=O)c1ccc(C(=O)NC(=S)Nc2nc3c(s2)CC(C)CC3)cc1 (configuration not stated)	-6%	-4	-0.2	-8%	2	16%	-26%[57.1 µM]	-14	0%
CC(=O)c1c(C)[nH]c(C(=O)NCCc2ccccc2)c1C	-3%	-4	-0.2	-14%	-2	-22%	4%	3	-3%
Fc1ccc(Cn2nnnc2CN2CCc3ccccc3C2)cc1	-2%	-16	-2.2	-11%	-4	?	-4%	?	25%
COc1ccc(CCCc2nnc(SCc3nc4ccccc4c(=O)[nH]3)n2C)c(C)c1	2%	2	-3.8	-15%	-6	4%	5%	-21	-3%
Cc1ccc(C(=O)Nc2cccnc2)cc1S(=O)(=O)N1CCCCC1	5%	6	0.5	17µM*	-21	?	4%[57.1 µM]	9	9%
O=C(O)CCCCCNc1nc(-c2ccccc2)nc2ccccc12	-36%	-5	3.4	-1%	-5	14%	-1%	1	-3%
CN1/C(=C\C(=O)COC(=O)c2ccc(O)c(O)c2)C(C)(C)c2ccccc21	-10%	27	-0.3	1%	0	?	?	18	14%
O=C(O)CCCC(=O)Nc1nc(-c2ccc(F)cc2)cs1	-5%	-2	-0.7	-8%	1	-2%	-1%	21	-5%
Cn1c(=O)c(C(=O)NCc2ccc(Cl)cc2)c(O)c2ccccc21	-2%	0	0.1	5%	14	0%	-4%	15	1%
O=C(COC(=O)Cc1ccccc1F)Nc1ccc(F)cc1F	19%	-9	1.5	-10%	4	-8%	-3%	-4	10%
O=C(Nc1ccccc1Cl)c1ccc2nsnc2c1	15%	6	2.7	-6%	-8	12%	-22%[57.1 µM]	9	0%
Cc1ccc(CNC(=O)c2oc3ccc(S(=O)(=O)N4CCC5(CC4)OCCO5)cc3c2C)cc1	-7%	1	-2.7	-8%	11	?	-8%	26	-35%
O=C(O)CCC(=O)Nc1ccc2c(c1)Cc1cc(NC(=O)CCC(=O)O)ccc1-2	0%	-7	0.0	?	-16	5%	-4%[11.6 µM]	0	-5%
O=S1(=O)CCOC[C@H](Cc2ccccc2)N1Cc1ccccc1Br	3%	25	-0.2	0%	13	?	1%	43	27%
COc1ccc(NC(=O)c2ccc(-c3ccc([N+](=O)[O-])cc3)o2)cc1	-18%	3	0.1	-4%	-1	2%	-13%	-16	18%
COCCN=c1scc(-c2ccc3c(c2)NC(=O)CO3)n1/N=C(\C)c1ccc(O)cc1	0%	-24	-3.3	-5%	-3	?	?	0	0%
O=C1CSC2=NCN(c3ccc4c(c3)OCO4)CN12	-16%	-3	-0.6	-7%	·	50%[activator]	1%	19	-7%
O=C(NCc1ccco1)/C(=C\c1cccs1)NC(=O)c1cccs1	6%	1	-0.1	-6%	-7	13%	6%	0	2%
O=C(Nc1ccc2c(c1)CCC2)c1c(F)cccc1Cl	5%	-3	-2.0	-14%	-5	?	-1%	0	20%

2 compounds from above, showing only GLP1R inv ag:
Compound,GLP1R inv ag
O=C1CSC2=NCN(c3ccc4c(c3)OCO4)CN12,50%[activator]
O=C(O)CCCC(=O)Nc1nc(-c2ccc(F)cc2)cs1,-2%

Continuation:
SMILES	GLP1R cytotox	D3 ag	IL2 activator	PLK1 PBD inh	PI5P4Ka inh	GLP1R inv ag	WRN helicase inh	D3 antag	GLP1R ag
CCOc1ccc(S(=O)(=O)Nc2cccc(C(=O)NCC3CCCO3)c2)cc1 (configuration not stated)	15%	-8	-4.1	-3%	-3	10%	-12%	8	8%
c1ccc2c(-c3ccc4nncn4c3)cncc2c1	0%	12	2.1	-4%	4	?	-6%	18	-7%
COCCn1c(N)c(C(=O)NS(=O)(=O)c2ccc(C)cc2)c(=O)[nH]c1=O	0%	2	1.8	-27%	1	4%	-11%	3	4%
Cc1cccc(NC(=O)c2c(C)cc(=O)oc2C)n1	6%	12	3.7	-3%	·	0%	0%	32	-7%
Cc1nnc(Sc2cc(NCCO)c([N+](=O)[O-])c3nonc23)s1	?	-16	-1.8	2.4µM*	-18	?	-24%[11.6 µM]	-60*	-2%
CCOC(=O)c1c(C)nc(C)c(C(=O)OCC)c1-c1cccc(N)c1	15%	-11	0.9	-9%	1	33%	2%	-12	-2%
CCN1C(=O)[C@H]2[C@@H](c3ccc(C(F)(F)F)cc3)N[C@]3(CCCN(Cc4ccco4)C3=O)[C@H]2C1=O	3%	2	16	-7%	-13	-4%	2%	-22	-5%
CCn1c(O)c(/C=N/N=C/c2ccc(OC)cc2)c2cc(C3=NNC(=O)CC3)ccc21	-1%	3	215*	47%[activator]	-2	16%	-31%	0	17%
CC(=O)c1c(C)[nH]c(C(=O)Nc2ccc(F)cc2F)c1C	-26%	5	8.5	0%	3	1%	-7%	6	9%
O=C(Cc1cccc2ccccc12)Nc1c(F)cccc1F	-4%	-11	-1.0	2%	16	-4%	-1%	-21	-2%
CC(=O)Nc1ccc(Oc2cnc3ccccc3n2)cc1	-6%	9	7.0	0%	-1	-28%	3%	35	-14%
COC(=O)c1c(NC(=O)CN2CCC3(O)CCCCC3C2c2cc(OC)ccc2OC)sc(C)c1C (configuration not stated)	11%	-4	-0.4	-9%	9	?	-32%	-20	2%
Cc1cc(Cl)ccc1NC(=S)NCCc1ccc(S(N)(=O)=O)cc1	-19%	-6	-1.1	?	1	?	-3%	-13	-10%

Bioassay records (PubChem)
